# CRFR2-BP ag: CRF-BP/CRF-R2 complex agonism; AID 588473; 350,000 compounds, 0.46% hits; HEK293 CRF-R2/CRF-BP, calcium dye fluorescence (FLIPR); percent of saturating CRF peptide response; activation, % at 13.2 µM;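 active = activation of at least 50%, plus an integration ratio under a set limit after plate pattern correction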;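 also: plate controls were neutral control wells without compound for no effect and CRF at EC100 for full effect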
# M4 PAM: potentiates acetylcholine response at human M4 receptor; P08173; CHO-K1 hM4/Gqi5, Fluo-8 calcium fluorescence, ACh EC20; 0% = ACh EC20, 100% = maximal ACh; activation, % at 3 µM; 360,000 compounds, 0.4% hits;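 active = activation above its plate's cutoff, the mean activation of sample wells plus 3 SD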; also: some results filed as inactive read as strong as hits
# Target sequence (P08173 whole entry, looked up): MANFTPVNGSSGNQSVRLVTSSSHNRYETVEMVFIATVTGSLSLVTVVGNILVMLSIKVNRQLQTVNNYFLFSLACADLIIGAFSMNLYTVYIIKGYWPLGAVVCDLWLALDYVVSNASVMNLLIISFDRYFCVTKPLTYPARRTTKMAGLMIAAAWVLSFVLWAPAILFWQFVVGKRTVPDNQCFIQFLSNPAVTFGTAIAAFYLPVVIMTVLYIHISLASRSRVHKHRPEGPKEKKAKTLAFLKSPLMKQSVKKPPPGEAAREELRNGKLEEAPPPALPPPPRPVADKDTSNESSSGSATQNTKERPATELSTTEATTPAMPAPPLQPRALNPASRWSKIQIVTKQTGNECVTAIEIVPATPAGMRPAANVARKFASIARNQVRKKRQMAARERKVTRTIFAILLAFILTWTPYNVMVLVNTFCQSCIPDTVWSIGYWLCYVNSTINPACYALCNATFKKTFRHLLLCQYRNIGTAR
# M1 antag: human CHRM1 antagonism; CHO-K1 hM1, Fluo-8 calcium fluorescence, ACh EC80 antagonist; 360,000 compounds, 1.3% hits; inhibition, % at 3 µM;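 active = percent inhibition above its own plate's cutoff, namely the mean of that plate's compound wells plus 3 SD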;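 also: peak over basal fluorescence ratio during 140 s after agonist addition; 0% = ACh EC80 plus DMSO and 100% = DMSO alone without agonist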
# CHRM4 agonist: agonists of human muscarinic M4 receptor (CHRM4) | P08173 | CHO-K1 hM4/Gqi5, Fluo-8 calcium fluorescence; vehicle 0%, full acetylcholine response 100% | activation, % at 3 µM | 360,000 compounds, 0.14% hits | AID 624127;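 active = activation above the run mean over all test wells plus 3 SD, cut at about 32% in these data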;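 also: peak over basal fluorescence ratio per well then scaled between controls; 0% = DMSO wells and 100% = acetylcholine at EC100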
# CHRM5 agonist: agonists of human muscarinic M5 receptor (CHRM5); CHO-K1 hM5 cells, Fluo-8 calcium fluorescence; 0% DMSO wells, 100% maximal acetylcholine response; activation, % at 3 µM; 360,000 compounds, 0.19% hits;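 active = activation above the run's mean over test compounds plus 3 SD, cut at about 23% in these data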;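 also: signal is peak over basal fluorescence ratio across the kinetic read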
# Target sequence (P08912 whole entry, looked up): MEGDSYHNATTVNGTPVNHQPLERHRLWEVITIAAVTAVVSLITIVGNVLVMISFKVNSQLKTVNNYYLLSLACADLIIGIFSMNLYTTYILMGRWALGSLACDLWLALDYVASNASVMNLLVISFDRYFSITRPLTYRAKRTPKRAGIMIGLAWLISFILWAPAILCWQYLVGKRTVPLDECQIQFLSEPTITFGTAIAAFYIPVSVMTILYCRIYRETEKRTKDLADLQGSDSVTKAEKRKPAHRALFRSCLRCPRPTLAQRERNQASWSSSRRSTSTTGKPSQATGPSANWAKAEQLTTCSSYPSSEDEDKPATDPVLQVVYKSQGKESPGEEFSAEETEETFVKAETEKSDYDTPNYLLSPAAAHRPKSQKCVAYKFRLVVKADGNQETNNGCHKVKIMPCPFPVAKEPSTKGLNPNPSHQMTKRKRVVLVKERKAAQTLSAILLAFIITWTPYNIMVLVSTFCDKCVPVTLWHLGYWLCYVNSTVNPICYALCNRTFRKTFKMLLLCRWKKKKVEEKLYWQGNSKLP
# M5 antag: antagonists of human muscarinic M5 receptor (CHRM5). CHO-hM5 cells, Fluo-8 calcium fluorescence, ACh EC80. inhibition, % at 3 µM. P08912. 360,000 compounds, 0.59% hits;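 active = inhibition above a per-plate cutoff, the mean of that plate's test compounds plus 3 SD, cut at about 27% in these data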;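 also: 0% = acetylcholine EC80 with DMSO and 100% = DMSO without agonist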
# M5 PAM: potentiates acetylcholine response at human M5 receptor; AID 624038; CHO-K1 hM5, Fluo-8 calcium, ACh EC20 PAM; 0% = ACh EC20, 100% = ACh EC100; activation, % at 3 µM; 360,000 compounds, 0.3% hits;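 active = activation above the run cutoff, the mean activation of all test compounds plus 3 SD, cut at about 18% in these data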
#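 system = human M5 receptor in CHO-K1 cells | reagent = EC20 acetylcholine as agonist stimulus | compound dosing = single-point, 3 µM nominal | incubation = Fluo-8 loading 80 min at 37 °C plus 30 min room temperature | detection = Fluo-8 calcium dye fluorescence, kinetic read | benchmarks = low control EC20 acetylcholine (0%), high control EC100 acetylcholine (100%)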
# CHRM4 antagonist: antagonists of human muscarinic M4 receptor (CHRM4). inhibition, % at 3 µM. AID 624125. P08173. CHO-hM4 cells, ACh EC80, Fluo-8 calcium fluorescence. 360,000 compounds, 0.73% hits;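 active = inhibition above its plate's cutoff, the mean inhibition of sample wells plus 3 SD, cut at about 27% in these data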;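 also: 0% = acetylcholine EC80 with DMSO and 100% = DMSO without agonist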
# CHRM1 PAM: positive allosteric modulators of human M1 muscarinic receptor; P11229; CHO-K1 hM1, Fluo-8 calcium fluorescence, ACh EC20; 0% = ACh EC20, 100% = maximal ACh; activation, % at 3 µM; 360,000 compounds, 0.088% hits; in the data active = activation above about 19%, passing the limit was not always enough
# * hit, by the source's call; x = not tested or not shown.
SMILES,CRFR2-BP ag,M4 PAM,M1 antag,CHRM4 agonist,CHRM5 agonist,M5 antag,M5 PAM,CHRM4 antagonist,CHRM1 PAM
CCC(=O)N1CCc2cc(S(=O)(=O)CCC(=O)NC3CCCCC3)ccc21,1.5,6,-5,2,-3,0,-3,-13,4
OCCNc1cc(Cl)ncn1,-1.1,-17,2,13,4,11,-13,1,-1
CCOc1ccc2nc(NS(=O)(=O)Cc3ccccc3)sc2c1,-1.2,3,-7,2,-3,5,-3,25,6
CCOC(=O)CSCC(=O)Nc1ccc(S(=O)(=O)N2CCCCC2)cc1,-1.9,-4,0,1,-3,-6,-1,-1,2
COc1cccc(NC(=O)N2CCCC2C(=O)NCC(C)C)c1 (stereo not given),2.4,4,-11,0,-7,-3,4,-4,6
O=C(Nc1ccc2c(c1)nc1n2CCCCC1)c1cc(S(=O)(=O)N2CCOCC2)ccc1Cl,1.4,4,5,4,-3,3,-6,2,1
C[C@H](O)[C@@H]1CN2CCc3c([nH]c4ccccc34)[C@@H]2C[C@@H]1N(C)C(=O)Nc1cccc2ccccc12,x,-6,1,1,-1,5,-3,4,3
O=C(COc1ccc(S(=O)(=O)N2CCCC2)cc1)N1CCCCC1,3.6,-5,1,2,-1,8,-3,-5,2
O=C1CC(c2ccccc2)CN1C(=O)c1ccccc1 (stereo not given),-1.6,-25,-18,2,-4,-1,-7,-11,-2
CCOC(=O)C1CCCN(C(=O)CSCc2ccccc2)C1 (stereo not given),-0.5,-2,-1,2,-2,4,-1,1,3
CN(CC(=O)Nc1cccc(F)c1)C(=O)COc1cccc2c1OC(C)(C)C2,-0.3,6,-5,4,0,0,-9,-7,6
CCCNC(=O)NC(=O)CSc1nnc(C)n1N,8.2,6,2,2,2,-5,-3,7,5
C/C(=N\N=C(N)N)c1ccc(C)c(C)c1,6.3,6,-11,2,-5,8,-2,10,9
COc1cccc(NC(=O)C(=O)NCCC2CCCCN2S(=O)(=O)c2ccccc2)c1 (stereo not given),2.1,8,-11,7,2,7,-5,-15,5
O=C(Cn1c(=O)c2cccn2c2ccccc21)Nc1cc(F)ccc1F,0.3,3,0,3,-5,-2,-5,0,4
C[C@@H]1O[C@@H](O[C@@H]2[C@@H](O)[C@H](OCCc3ccc(O)c(O)c3)O[C@H](CO)[C@H]2OC(=O)/C=C/c2ccc(O)c(O)c2)[C@H](O)[C@H](O)[C@H]1O,1.5,13,2,2,2,5,1,-2,4
COc1ccc(OC)c(S(N)(=O)=O)c1,-2.6,1,0,0,0,2,-2,8,2
CCOC(=O)Cn1nc(C)c(NC(=O)c2ccc(Cl)c([N+](=O)[O-])c2)c1C,-3.1,-6,-4,2,2,7,0,-3,9
O=[N+]([O-])c1cccc(CON=Cc2ccccc2O)c1,-1.0,-2,-12,2,-2,3,-6,-17,-4
CC(NC(=O)[C@H](C)NC(=O)C1CC(=O)N(c2ccc3c(c2)OCO3)C1)c1ccccc1 (stereo not given in full),2.3,4,0,1,-3,1,2,-3,8
Cc1ccc(CSc2nnc(SCC(=O)N/N=C/c3c[nH]c4ccccc34)s2)cc1,0.3,-9,4,0,1,9,1,5,6
COCCCNC(=O)C1CC(=O)N(CCc2ccc(F)cc2)C1 (stereo not given),1.6,5,-13,0,-1,6,4,-2,10
COCCn1c(=NC(=O)c2ccc(S(=O)(=O)N3CCc4ccccc4C3)cc2)sc2cc(S(N)(=O)=O)ccc21,1.8,3,-2,0,-1,6,2,-4,6
NCCCC[C@@H](C(=O)N1CCNCC1)n1cc(CCC(=O)O)nn1,-0.8,3,-11,1,5,-5,6,10,11
Cc1oc(-c2ccc(Cl)cc2)nc1CN1CCC(C(=O)NCC2CCCO2)CC1 (stereo not given),0.3,1,-3,0,-5,12,-4,3,0
COc1ccc2oc(-c3ccccc3[N+](=O)[O-])cc(=O)c2c1,-2.5,2,7,5,-4,9,-1,-8,7
Cc1nn(C(C)C(=O)NCCCN2CCCCCC2)c(=O)c2cc3sccc3n12 (stereo not given),0.7,-6,-2,0,-6,-5,5,0,-4
COC(=O)C1=C(C)N(C)C(=O)NC1c1cccc2ccccc12 (stereo not given),-1.7,-1,-9,1,-1,0,3,2,6
CCOC(=O)c1cc(-c2ccc(C)o2)nn1CCC#N,-0.4,11,-14,0,1,6,-1,14,11
C/C(=N\NC(=O)Cc1cccn1C)c1ccc([N+](=O)[O-])cc1,0.9,-3,3,0,-1,6,-1,-5,3
O=C(CN1CCN(c2ncccn2)CC1)Nc1ccccc1C(F)(F)F,-1.2,-4,-5,5,2,-12,-5,-15,3
CC1CCCN(S(=O)(=O)c2ccc([N+](=O)[O-])cc2)C1 (stereo not given),-2.5,-10,-1,1,-1,-6,-2,9,-2
CSCCC(NC(=O)c1cccc([N+](=O)[O-])c1)C(=O)OCC(=O)N1CCCC1=O (stereo not given),-0.5,-3,-9,1,2,-8,4,-4,6
Cn1c(=O)c2[nH]c(C3CC=CCC3)nc2n(C)c1=O (stereo not given),0.8,-1,-3,1,3,7,5,-5,0
O=C(COC(=O)CCc1nc2ccccc2s1)NCc1ccco1,-0.9,4,10,1,-2,5,5,1,1
CCOc1ccc(NC(=O)c2ccccc2NC(=O)CNC2CCCC(C)C2C)cc1 (stereo not given),3.6,4,2,1,-1,9,-12,4,1

# Arranged by length of the SMILES (descending): part of the list above
SMILES,CRFR2-BP ag,M4 PAM,M1 antag,CHRM4 agonist,CHRM5 agonist,M5 antag,M5 PAM,CHRM4 antagonist,CHRM1 PAM
COCCn1c(=NC(=O)c2ccc(S(=O)(=O)N3CCc4ccccc4C3)cc2)sc2cc(S(N)(=O)=O)ccc21,1.8,3,-2,0,-1,6,2,-4,6
CC(NC(=O)[C@H](C)NC(=O)C1CC(=O)N(c2ccc3c(c2)OCO3)C1)c1ccccc1 (stereo not given in full),2.3,4,0,1,-3,1,2,-3,8
CSCCC(NC(=O)c1cccc([N+](=O)[O-])c1)C(=O)OCC(=O)N1CCCC1=O (stereo not given),-0.5,-3,-9,1,2,-8,4,-4,6
Cc1ccc(CSc2nnc(SCC(=O)N/N=C/c3c[nH]c4ccccc34)s2)cc1,0.3,-9,4,0,1,9,1,5,6
Cc1oc(-c2ccc(Cl)cc2)nc1CN1CCC(C(=O)NCC2CCCO2)CC1 (stereo not given),0.3,1,-3,0,-5,12,-4,3,0
Cc1nn(C(C)C(=O)NCCCN2CCCCCC2)c(=O)c2cc3sccc3n12 (stereo not given),0.7,-6,-2,0,-6,-5,5,0,-4
C/C(=N\NC(=O)Cc1cccn1C)c1ccc([N+](=O)[O-])cc1,0.9,-3,3,0,-1,6,-1,-5,3
NCCCC[C@@H](C(=O)N1CCNCC1)n1cc(CCC(=O)O)nn1,-0.8,3,-11,1,5,-5,6,10,11
CC1CCCN(S(=O)(=O)c2ccc([N+](=O)[O-])cc2)C1 (stereo not given),-2.5,-10,-1,1,-1,-6,-2,9,-2
O=C(CN1CCN(c2ncccn2)CC1)Nc1ccccc1C(F)(F)F,-1.2,-4,-5,5,2,-12,-5,-15,3
COC(=O)C1=C(C)N(C)C(=O)NC1c1cccc2ccccc12 (stereo not given),-1.7,-1,-9,1,-1,0,3,2,6
COCCCNC(=O)C1CC(=O)N(CCc2ccc(F)cc2)C1 (stereo not given),1.6,5,-13,0,-1,6,4,-2,10
O=[N+]([O-])c1cccc(CON=Cc2ccccc2O)c1,-1.0,-2,-12,2,-2,3,-6,-17,-4
CCOC(=O)c1cc(-c2ccc(C)o2)nn1CCC#N,-0.4,11,-14,0,1,6,-1,14,11

# New compounds follow
SMILES,CRFR2-BP ag,M4 PAM,M1 antag,CHRM4 agonist,CHRM5 agonist,M5 antag,M5 PAM,CHRM4 antagonist,CHRM1 PAM
COc1ccc(CC(=O)OCC(=O)NC2CCCCC2)cc1OC,-0.4,0,2,1,1,14,-4,9,-7
O=C1C=CC(c2ccccc2)(c2ccccc2)CC1,-5.8,2,-27,1,-5,4,4,-10,12
Cn1c(N)c(C(=O)CSc2nn(-c3ccc(F)cc3)c(=S)s2)c(=O)n(C)c1=O,-1.0,1,12,2,4,5,-4,6,-6
Cc1ccc(-c2nc(NC(=O)CSc3nnc(C)s3)ns2)cc1,-3.0,-3,-10,5,2,4,-4,-5,7
COc1ccc2[nH]c3c(c2c1)CCN1C(=O)C(CC(=O)NC(C)(C)C)C[C@H](C(=O)N2CCOCC2)[C@@]31CCC1CCCC1 (stereo not given in full),-0.1,3,-6,-1,0,3,0,-1,3
CCC(C)(C(=O)NC1CCCCC1)N(Cc1ccco1)C(=O)CC1NC(=O)NC1=O (stereo not given),-0.2,-5,-6,2,-4,-6,3,5,5
O=C(C1CCN(S(=O)(=O)c2ccccc2)CC1)N1CCN(Cc2ccccc2)CC1,-0.5,12,-1,3,-6,14,-4,2,14
Cc1c(C(=O)N2CCCCC2)sc(NC(=O)C23CC4CC(CC(C4)C2)C3)c1C#N,-0.2,0,1,0,-2,5,-3,14,1
CC1(C)OC(=O)C(=NNc2ccccc2C(=O)O)C(=O)O1,0.3,6,-8,1,0,2,4,-8,5
Cc1ccc(NS(=O)(=O)c2ccc(-c3cnc(C4CC4)o3)cc2)c(C)c1,3.1,-6,6,14,5,15,-7,-6,-3
O=C(NC1CCCCC1)N1CCNCC1,0.2,3,3,1,-4,3,6,-4,-1
Nc1ncnc2c1ncn2[C@@H]1O[C@H](CNS(=O)(=O)c2ccc(-c3ccno3)s2)[C@@H](O)[C@H]1O,-0.1,-4,-11,1,1,-7,1,10,5
COc1cc(C(=O)COC(=O)c2cnc(C)cn2)ccc1OC(F)F,-0.6,1,-9,0,-5,2,2,5,13
O=C(CSc1cn[nH]n1)Nc1ccccc1C(=O)O,-0.5,-4,-16,0,0,4,5,13,13
CCOC(=O)[C@]12CCCC=C1N(CCC1=CCCCC1)C(=O)[C@H](CC(=O)N1CCOCC1)C2,x,14,x,3,2,3,-3,-9,x
CSc1nc2sc3c(c2c(=O)[nH]1)CC(C)(C)OC3,-1.0,-3,-2,0,0,0,9,10,3
CCOn1c(=O)c(-c2cccc(Br)c2)[n+]([O-])c2ccccc21,-0.4,3,-15,1,1,-7,-2,-2,5
O=C1CC(N2CCN(c3ncccn3)CC2)C(=O)N1CCc1ccccc1 (stereo not given),0.8,-7,-4,2,-3,-10,-6,-4,10
COc1cccc(C(=O)Nc2ncc3c(n2)CC(C)CC3=O)c1 (stereo not given),0.2,0,10,1,-3,-1,1,-6,-11
CC(C=NNc1ccc([N+](=O)[O-])cn1)=Cc1ccccc1,1.1,1,-17,0,4,6,-11,3,8
Cc1ccccc1NCC(=O)N=Nc1c(O)[nH]c2ccc([N+](=O)[O-])cc12,-0.2,-11,-1,12,2,4,-6,-5,1
CCOC(=O)c1cc2c(C)n(-c3ccc(OCC)cc3)c(C)c2cc(C(=O)OCC)c1=O,5.9,1,-2,1,5,2,-2,5,2
